# Screens from PubChem.
# influenza NS1A: NS1A inhibition, H1N1 influenza, cell based functional assay (AID 504329); NS1A functional cell-based assay, percent inhibition; higher % means a stronger effect; one-dose inhibition, % at 12.5 µM; IC50 in µM for titrated hits; hit rate 0.3% among 340,000; in the data active means a potency from the dose series; inconclusive means inhibition above about 27% without an active follow-up result; further: strong numbers were not always called active
# tuberculosis growth: growth inhibition of non-replicating M. tuberculosis (AID 488890). hit rate 0.39% among 320,000. Mycobacterium tuberculosis non-replicating, growth inhibition; higher % means a stronger effect. one-dose inhibition, % at 25 µM; IC50 in µM for titrated hits; in the data active means a potency from the dose series; inconclusive means inhibition mostly from about 82% at the one dose, without a potency; inactive means the rest, 99 in 100 with inhibition below about 76%;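 further: plate controls were DMSO cells for no effect and high antibiotic wells for full effect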
# inhibitors of VEEV: inhibitors of VEEV TC-83 cytopathic effect, confirmation, Vero cells (AID 588727) | hit rate 0.13% among 350,000 | inhibition, % at 20 µM, or IC50 in µM where a hit was titrated | Vero cells, VEEV TC-83 cytopathic effect inhibition; higher % means a stronger effect; in the data active means a potency from the dose series; inconclusive means inhibition mostly from about 14% at the one dose, without a potency; inactive means the rest, 99 in 100 with inhibition below about 12%; further: strong numbers were not always called active
# PhoP GFP inhibition: PhoP regulon inhibitors, Salmonella typhi PhoP promoter GFP reporter, confirmatory (AID 1850) | Salmonella Typhi PhoP-promoter GFP reporter, fluorescence, 4 h; higher % means a stronger effect | inhibition, % at 50 µM, or IC50 in µM where a hit was titrated | hit rate 0.33% among 310,000; in the data active means a potency from the dose series; inconclusive means inhibition mostly from about 25% at the one dose, without a potency; inactive means the rest, 99 in 100 with inhibition below about 19%;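 further: 0% = induced wells with vehicle and 100% = uninduced wells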
# M. tuberculosis HTS: M. tuberculosis growth inhibition, HTS (AID 449762); M. tuberculosis H37Rv growth inhibition, 7H9 media; higher % means a stronger effect; one-dose inhibition, % at 25 µM; IC50 in µM for titrated hits; hit rate 0.59% among 330,000; in the data active means a potency from the dose series; inconclusive means inhibition above about 70% without an active follow-up result;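 further: bacterial growth assessed after seven days of incubation; strong numbers were not always called active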
# inhibitors of VEEV 10K pilot screen: further read-out of inhibitors of VEEV, marked with its call; inhibition, %; measured here: 10K pilot screen inhibition
# Starred values were filed as active, the others as inactive; i = inactive; ? = inconclusive; / = no result given; ! = not active in a repeat.
# The first 6 records, to show the layout:
SMILES,influenza NS1A,tuberculosis growth,inhibitors of VEEV,PhoP GFP inhibition,M. tuberculosis HTS,others
CC(C)(C)Nc1nc(-c2ccc3c(c2)CCN3C(=O)C2CC2)cs1,9%,59%,6.7%,2%,60%,
O=C(CN(CC1CCCO1)C(=O)Cn1nnc(-c2ccc(F)cc2)n1)NC1CCCCC1 (stereo unspecified),-1%,7%,2.2%,-5%,2%,
CS(=O)(=O)N(CC(=O)N/N=C/c1cccc2c1OCCO2)c1ccccc1Br,1%,13%,1.0%,-3%,-2%,
COc1ccc(Br)cc1S(=O)(=O)N1CCN=C1C,5%,8%,2.9%,-10%,-5%,
O=C1c2cccc3cccc(c23)C(=O)N1CCN1CCN(CC(O)COCc2ccc(Cl)cc2)CC1 (stereo unspecified),11%,?,2.2%,8%,?,
[N-]=[N+]=CC(=O)c1ccnc(C(=O)C=[N+]=[N-])c1,2%,1%,0.7%,-17%,-2%,

# The listing, previewed entries included:
SMILES,influenza NS1A,tuberculosis growth,inhibitors of VEEV,PhoP GFP inhibition,M. tuberculosis HTS,others
CC(C)(C)Nc1nc(-c2ccc3c(c2)CCN3C(=O)C2CC2)cs1,9%,59%,6.7%,2%,60%,
O=C(CN(CC1CCCO1)C(=O)Cn1nnc(-c2ccc(F)cc2)n1)NC1CCCCC1 (stereo unspecified),-1%,7%,2.2%,-5%,2%,
CS(=O)(=O)N(CC(=O)N/N=C/c1cccc2c1OCCO2)c1ccccc1Br,1%,13%,1.0%,-3%,-2%,
COc1ccc(Br)cc1S(=O)(=O)N1CCN=C1C,5%,8%,2.9%,-10%,-5%,
O=C1c2cccc3cccc(c23)C(=O)N1CCN1CCN(CC(O)COCc2ccc(Cl)cc2)CC1 (stereo unspecified),11%,?,2.2%,8%,?,
[N-]=[N+]=CC(=O)c1ccnc(C(=O)C=[N+]=[N-])c1,2%,1%,0.7%,-17%,-2%,
CCOC(=O)c1c(NC(=O)Cn2nnc(-c3ccc(Cl)cc3)n2)sc(CC)c1C,1%,12%,0.9%,7%,2%,
CCOC(=O)CSc1nnc2cc(C)c3ccccc3n12,2%,7%,0.6%,-13%,-10%,
N/C(=N\OC(=O)COc1ccccc1)c1ccc(Cl)cc1,1%,57%,0.0%,-11%,0%,
CCn1cc(C(=O)NCCCN2CCC(C)CC2)c2cc(OC)c(OC)cc2c1=O,25%,/,1.9%,-2%,-12%,
Cc1cc(S(=O)(=O)NCCCn2ccnc2)c(C)cc1Cl,-7%,/,0.7%,-9%,0%,
C/C(=N\NC(=O)C1(C)CC1(Br)Br)c1cccc(NC(=O)C(C)(C)C)c1 (stereo unspecified),-4%,11%,1.9%,-5%,-1%,
O=C(OCC(=O)N(CCc1ccccc1)Cc1ccccc1)c1ccccc1O,-2%,?,9.2%,6%,?,
CCCc1[nH]n(-c2ccc([N+](=O)[O-])cc2)c(=O)c1C=NCCc1ccc(OC)c(OC)c1,-4%,1%,i,-17%,8%,
O=C1CC(c2ccc3c(c2)OCO3)C2=C(CCCC2=O)N1 (stereo unspecified),1%,-14%,1.0%,14%,-2%,
COc1ccc(/C=N/NC(=O)c2cccnc2)cc1CN1CCc2ccccc2C1,/,64%,0.2%,7%,11%,
Cc1ccc(S(=O)(=O)N2CCOCC2)cc1C(=O)Nc1ccccc1N1CCCC1,-13%,-2%,3.9%,-1%,-10%,
Cc1onc(-c2ccccc2Cl)c1C(=O)OCc1cnc(Cl)s1,0%,22%,1.8%,-8%,-2%,
COc1ccc([N+](=O)[O-])cc1NC(=O)c1ccc(Br)s1,4%,54%,1.4%,-6%,-3%,
Cc1ccc(C2Nc3cccc4cccc(c34)N2)cc1,10%,61%,3.5%,-5%,-1%,
COC(=O)C1=C(C(=O)OC)[C@@H]2N(C)c3ccccc3[C@@]23C[C@@H](C(=O)OC)N(C(=O)COCc2ccccc2)C3=N1,20%,-26%,i,8%,8%,
Cc1cc(NC(=O)c2cccc(F)c2)ncc1NC(=O)c1ccco1,-2%,5%,0.7%,2%,2%,
CCn1c(SCC(=O)Nc2ccc(NC(C)=O)cc2)nnc1C1CC1,6%,-4%,2.3%,-5%,-3%,
COc1ccccc1NC(=O)C(=O)Nc1ccccn1,0%,17%,9.5%,-14%,-4%,
O=C(NC1CCS(=O)(=O)C1)c1ccc(S(=O)(=O)N2CCCCC2)cc1 (stereo unspecified),0%,3%,0.4%,-10%,-4%,

# The last 2 records of the part before are carried over, then new ones follow.
SMILES,influenza NS1A,tuberculosis growth,inhibitors of VEEV,PhoP GFP inhibition,M. tuberculosis HTS,others
COc1ccccc1NC(=O)C(=O)Nc1ccccn1,0%,17%,9.5%,-14%,-4%,
O=C(NC1CCS(=O)(=O)C1)c1ccc(S(=O)(=O)N2CCCCC2)cc1 (stereo unspecified),0%,3%,0.4%,-10%,-4%,
O=C(Oc1cccc(F)c1)c1ccc2c(=O)n3c(nc2c1)CCC3,3%,?,2.6%,-1%,?,
CCOC(=O)N1CCC(NC(=O)C2CCN(C(=O)c3cc4sccc4n3CC)CC2)CC1,-9%,9%,i,-9%,-4%,
CCOP(=O)(OCC)c1ccc2ccc3ccccc3c(=O)c2c1,13%,13%,2.8%,/,5%,
COc1ccc(CSc2n[nH]c(C)n2)cc1[N+](=O)[O-],-4%,-37%,i,-3%,0%,
CCc1ccccc1N(CC(=O)NCCc1ccccc1)C(=O)CCC(=O)Nc1ccccn1,-2%,14%,11%,5%,-4%,
O=c1[nH]c(N2CCCCC2)nc2ncn(Cc3ccccc3)c12,-1%,15%,0.8%,3%,6%,
c1ccc(OCCCc2nc(-c3cccnc3)no2)cc1,3%,51%,i,-12%,-2%,
Cc1ccccc1NC(=O)Cc1nc(COC(=O)c2cc([N+](=O)[O-])ccc2NCCO)cs1,0%,41%,7.9%,-4%,42%,
OC[C@H]1OC(O)[C@H](O)[C@@H]1O (stereo partly specified),-7%,-6%,1.5%,-17%,0%,
COc1ccc(-n2c(SCC(=O)N/N=C(\C)c3cccnc3)nc3ccccc3c2=O)cc1,/,-3%,i,-2%,4%,
CC(C)CC(=O)c1c(O)c(C=O)c(O)c2c1O[C@@]1(C)[C@@H](C2)C[C@H]2C[C@@H]1C2(C)C,4%,33%,3.0%,/,3%,
Cc1ccnc(NC(=O)c2ccc(S(=O)(=O)N3CCC(C)CC3)cc2)c1,-2%,5%,7.6%,4%,-3%,
CCCn1ncc(CN2CCC(n3nccc3NC(=O)c3ccccc3Cl)CC2)c1C,7%,-21%,0.2%,1%,-3%,
COc1ccc(NC(=O)Nc2cccc(C(F)(F)F)c2)cn1,6%,19%,0.3%,-7%,41%,
Cc1cc(NC(=O)CS(=O)(=O)c2ccc(F)cc2)no1,0%,-8%,i,9%,3%,
CCN(CC)c1ccc2c(Cl)cc(=O)oc2c1,/,/,/,-6%,6%,
Oc1c(C2=NCCNC(C(F)(F)F)=C2)ccc2ccccc12,25%,/,4.3%,/,/,inhibitors of VEEV 10K pilot screen=1.2
COc1ccc(CCNC(=O)CNCC2CCCO2)cc1OC (stereo unspecified),-2%,-12%,i,-1%,0%,
O=C(N/N=C/c1cccs1)c1cc(-c2cccc3ccccc23)n[nH]1,2%,58%,6.9%,-3%,?,
O=C(COC(=O)c1ccc(Br)o1)NC12CC3CC(CC(C3)C1)C2,-2%,?,2.1%,/,52%,
Nc1ccc(-c2cn3cccnc3n2)cc1,7%,/,i,/,/,
CCOc1cc(/C=N/NC(=O)c2cccnc2)ccc1OCC(N)=O,-1%,-8%,2.9%,5%,-3%,
Cc1cc(C)c2[nH]c(=O)c(C(c3nnnn3CC3CCCO3)N3CCCC(C)C3)cc2c1 (stereo unspecified),18%,24%,5.1%,1%,0%,
CC(=O)c1cccc(NC(=O)N2CCC(c3ccc(C)cc3)C2)c1 (stereo unspecified),-24%,43%,7.0%,8%,-3%,
Cc1cn([C@H]2C[C@H](O)[C@@H](CCC(=O)NC(c3ccccc3)c3ccccc3)O2)c(=O)[nH]c1=O,-14%,/,0.3%,/,/,

# Additional entries.
SMILES,influenza NS1A,tuberculosis growth,inhibitors of VEEV,PhoP GFP inhibition,M. tuberculosis HTS,others
Cc1csc(=Nc2ccccc2)n1CCCN1CCCC1=O,8%,14%,3.8%,-5%,-7%,
N#C/C(=N\Nc1ccc(S(=O)(=O)N2CCOCC2)cc1)C(N)=S,20%,66%,0.7%,7%,-4%,
Cc1cc(NC(=O)CSC2=NS(=O)(=O)c3cc(F)ccc3N2)no1,-14%,-8%,1.6%,0%,-9%,
COc1ccc(-c2cc(C(F)(F)F)c3c(n2)sc2c(O)cc(=O)[nH]c23)c(OC)c1,-6%,40%,0.4%,1%,58%,
CC1C=CCC2C(=O)N(c3ccc(OC(=O)c4ccco4)cc3)C(=O)C12 (stereo unspecified),11%,28%,0.6%,9%,-2%,
COc1ccccc1OCCn1cc(C=O)c2ccccc21,-10%,15%,1.0%,4%,2%,
O=C(O)C1CCc2sc3[nH]c(=S)n(-c4ccccc4)c(=O)c3c21 (stereo unspecified),9%,-12%,3.3%,-7%,-4%,
Cn1nc([N+](=O)[O-])c(C(C#N)c2ccccn2)c(Cl)c1=O (stereo unspecified),7%,?,i,2%,?,
Cc1ccc2nc(SCC(=O)Nc3ccc(F)cc3F)[nH]c2c1,0%,?,i,-1%,8%,
CC(=O)N(c1ccc(N(C(C)=O)S(=O)(=O)c2cccs2)cc1)S(=O)(=O)c1cccs1,-8%,24%,0.3%,1%,7%,
Cc1ccc(Cl)cc1NC(=O)Nc1c(C)n(C)n(-c2ccccc2)c1=O,-6%,-11%,0.6%,-11%,8%,
Cc1ccc(-n2c(COc3ccccc3)n[nH]c2=S)cc1,6%,-2%,0.3%,-2%,25%,
CC(C)(C)c1nnc(SCC(=O)c2ccccc2)n(N)c1=O,1%,-2%,1.0%,3%,1%,
CC(C)(C)n1nnnc1C(c1cccs1)N(Cc1ccc(Cl)cc1)CC1CCCO1 (stereo unspecified),7%,19%,1.6%,-9%,-5%,
COc1ccc(N2CCN(S(=O)(=O)CCNC(=O)c3ccc(Br)o3)CC2)cc1,-4%,28%,1.0%,-1%,1%,
CNCCC=C1c2ccccc2CCc2ccccc21,5%,38%,i,139µM*!,-3%,
CCc1c(C)nc2ncnn2c1Nc1ccc(C)cc1,-2%,29%,i,-6%,0%,
CCOc1ccc(C/C(N)=N/n2cnnc2)cc1,-20%,-1%,0.7%,3%,12%,
O=C(CN(CCO)c1ccccc1)NC12CC3CC(CC(C3)C1)C2,2%,10%,i,2%,12%,
CCSc1ccccc1C(=O)NCc1cccnc1,2%,-8%,0.4%,-10%,-3%,
CN(C)CCNC(=O)C(=O)C1C(=O)Nc2ccccc21 (stereo unspecified),/,0%,/,-3%,-7%,
C=CCNc1nc(-c2cccc(OC)c2O)nc2ccccc12,3%,12%,1.3%,14%,-10%,inhibitors of VEEV 10K pilot screen=0.8
COc1ccc(N2CCN(C(CNS(=O)(=O)c3cccs3)c3cccnc3)CC2)cc1 (stereo unspecified),11%,16%,1.7%,-15%,-3%,inhibitors of VEEV 10K pilot screen=2.4
CC(=O)c1c(C)[nH]c(C(=O)OC(C)C(=O)Nc2cc(S(=O)(=O)N3CCCCC3)ccc2Cl)c1C (stereo unspecified),16%,-7%,i,10%,-2%,
CC(C)CCN=CC1=C(O)CC(c2ccccc2)CC1=O (stereo unspecified),-4%,0%,1.4%,6%,1%,

# Carrying on.
SMILES,influenza NS1A,tuberculosis growth,inhibitors of VEEV,PhoP GFP inhibition,M. tuberculosis HTS,others
O=C(CCc1nc2ccccc2c(=O)[nH]1)OCC(=O)N1CCc2ccccc21,-4%,-6%,0.5%,9%,1%,
O=C(NNC(=O)c1ccc(F)cc1)c1ccncc1,-6%,-14%,0.1%,-5%,13%,
COc1ccc(C(=O)n2c(SC)nc3cc4c(cc32)OCCO4)cc1,17%,79%,3.3%,-9%,13%,
Cc1cccc(C(=O)OC(C)C(=O)Nc2ccc(S(=O)(=O)N3CCCC3)cc2)c1O (stereo unspecified),-5%,1%,8.9%,1%,37%,
COc1ccc(CNC(=O)CN2C(=O)NC3(CCCCCC3)C2=O)cc1,-27%,-3%,3.2%,/,6%,
c1cnc2c(c1)ccc1ncccc12,-3%,3%,1.8%,-3%,-5%,
CN(C)S(=O)(=O)c1ccc(Cl)c(NC(=O)c2ccncc2)c1,-7%,-1%,0.2%,-9%,-2%,
O=[N+]([O-])c1cccc(-c2ccc(/C=N/Nc3nc(N4CCCCC4)nc(N4CCCCC4)n3)o2)c1,3%,?,8.5%,4%,?,
CC1(C)OC1COc1c2occc2cc2ccc(=O)oc12 (stereo unspecified),-14%,-11%,1.2%,-4%,-2%,
O=C1[C@H]2[C@@H](/C=C/c3ccccc3)N3C(=O)CN(CC4CC4)C(=O)[C@@]3(Cc3ccccc3)[C@H]2C(=O)N1c1ccccc1,-16%,2%,i,-3%,-4%,
